Salmonella PhoP GFP = PhoP-dependent GFP reporter repression – Salmonella Typhimurium, primary screen (AID 1863); S. Typhimurium PhoP-regulated promoter GFP reporter, 4 h; higher % means a stronger effect; one-dose inhibition, % at 50 µM; IC50 in µM for titrated hits; 0.16% of 300,000 active;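 active means inhibition over 29.93%, a cutoff 3 SD above the screen mean, later confirmed by dose response; inconclusive means inhibition over 29.93% but no dose response follow-up; inactive means inhibition at most 29.93% or unconfirmed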;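 further: 0% = low Mg2+ inducing control and 100% = high Mg2+ repressing control; strong numbers were not always called active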
NTR1 agonist = agonists of NTR1, primary screen, imaging, U2OS cells, beta-arrestin-GFP, high content (AID 493036) | P30989 | NTR1-U2OS beta-arrestin-GFP spot imaging, agonist mode | activation, % at 20 µM | 0.17% of 330,000 active;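 active means activation at or above 40% of the spot to cytoplasm intensity ratio, with at least 20 cells analyzed; inconclusive means wells under 20 cells, flagged as cytotoxic or low count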;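 further: 0% = DMSO without peptide and 100% = 100 nM NTR1 peptide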
Target sequence (P30989 whole entry, looked up): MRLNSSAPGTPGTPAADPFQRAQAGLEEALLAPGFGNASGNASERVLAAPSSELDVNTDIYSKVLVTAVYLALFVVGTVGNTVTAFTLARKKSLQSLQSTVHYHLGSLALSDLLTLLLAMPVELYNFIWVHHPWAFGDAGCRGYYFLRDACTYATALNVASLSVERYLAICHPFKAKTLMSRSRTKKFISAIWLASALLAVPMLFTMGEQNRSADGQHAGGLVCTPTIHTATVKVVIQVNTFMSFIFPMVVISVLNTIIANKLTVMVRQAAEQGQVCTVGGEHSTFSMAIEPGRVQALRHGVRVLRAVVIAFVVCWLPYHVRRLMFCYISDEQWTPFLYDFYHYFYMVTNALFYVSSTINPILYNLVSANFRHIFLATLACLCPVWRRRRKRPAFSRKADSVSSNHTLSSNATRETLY
MgcRacGAP inhibition = MgcRacGAP GTPase-activating activity inhibitors, confirmation, biochemical, ADP Hunter fluorescence; 0.6% of 340,000 active; MgcRacGAP-stimulated Rac1 GTP hydrolysis, ADP Hunter fluorescence; higher % means a stronger effect; GST-tagged Rac1 F28L mutant substrate; inhibition, % at 30 µM, or IC50 in µM where a hit was titrated;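 active means first-screen hits whose inhibition reached a set limit at any dose in the follow-up dose series; inconclusive means inhibition above the set first-screen limit but never retested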;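 further: fluorescence reports GDP produced by GAP-driven GTP hydrolysis; strong numbers were not always called active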
Myeloid diff 2 = promotes myeloid progenitor differentiation. ER-HoxA9 myeloid progenitors, lysozyme-GFP differentiation, flow cytometry. calls only at 10 µM. 1% of 360,000 active;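 active means normalized GFP-positive differentiation at or above the plate's own cutoff, the solvent-only control mean plus 3 SD; inconclusive means no clear call, values can overlap the other calls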;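 further: cells exposed to compound for four days before flow analysis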
NTR1 agonist cell count 20 µM = recorded beside NTR1 agonist, whose call it bears; cell count; measured here: cell count, cytotoxicity flag
Myeloid diff 2 GFP+ MAC1+ % = also measured in Myeloid diff 2; calls as there; GFP+ MAC1+ double positive, %; measured here: differentiation confirmed by MAC1 staining
An asterisk follows results filed as active; i = inactive; ? = inconclusive; nt = not tested or not shown; + = active, no number. Only part of the results is shown. The share of hits here may be higher or lower than overall.

The opening 7 entries, to show the layout:
SMILES	Salmonella PhoP GFP	NTR1 agonist	NTR1 agonist cell count 20 µM	MgcRacGAP inhibition	Myeloid diff 2	Myeloid diff 2 GFP+ MAC1+ %
O=C(Nc1nccs1)OCc1ccccc1	nt	0.0	61	nt	i	0.4
O=C(Nc1ccccc1)C1CCOC1=O (stereo not drawn)	nt	1.1	58	nt	i	0.6
CCCCOc1ccc(/C=C(\C#N)C(=O)NC2CC2)cc1	nt	1.0	50	nt	i	0.2
O=C(Nc1ccccc1)NC1CCCCCCC1	nt	0.4	48	nt	i	0.5
O=C(NCCCc1ccccc1)C1CC1	nt	-1.1	44	nt	i	0.5
COCCNC(=O)c1ccccc1N(Cc1ccccc1)S(=O)(=O)c1ccccc1	nt	-1.1	51	nt	i	0.6
COc1ccc2sc(-c3ccc(S(C)(=O)=O)cc3)c(C(=O)NCCc3c[nH]c4ccccc34)c2c1	nt	0.2	55	5%	nt	nt

Results, previewed entries included:
SMILES	Salmonella PhoP GFP	NTR1 agonist	NTR1 agonist cell count 20 µM	MgcRacGAP inhibition	Myeloid diff 2	Myeloid diff 2 GFP+ MAC1+ %
O=C(Nc1nccs1)OCc1ccccc1	nt	0.0	61	nt	i	0.4
O=C(Nc1ccccc1)C1CCOC1=O (stereo not drawn)	nt	1.1	58	nt	i	0.6
CCCCOc1ccc(/C=C(\C#N)C(=O)NC2CC2)cc1	nt	1.0	50	nt	i	0.2
O=C(Nc1ccccc1)NC1CCCCCCC1	nt	0.4	48	nt	i	0.5
O=C(NCCCc1ccccc1)C1CC1	nt	-1.1	44	nt	i	0.5
COCCNC(=O)c1ccccc1N(Cc1ccccc1)S(=O)(=O)c1ccccc1	nt	-1.1	51	nt	i	0.6
COc1ccc2sc(-c3ccc(S(C)(=O)=O)cc3)c(C(=O)NCCc3c[nH]c4ccccc34)c2c1	nt	0.2	55	5%	nt	nt
COc1cc(OC)c2c(-c3cccc(-c4cccc(N)c4)c3)cc(=O)oc2c1	nt	5.9	68	8%	nt	nt
COc1ccc(/C=C/C(=O)c2cc(F)ccc2OC(=O)c2ccccc2)cc1OC	nt	7.2	51	13%	nt	nt
COc1ccc(-c2sc3cc4c(cc3c2C#CC2(N)CCCCC2)OCO4)cc1	nt	16	62	13%	nt	nt
COc1ccc(Br)cc1C(=O)Nc1cccc(-c2nnc(-c3ccco3)o2)c1	nt	17	42	-5%	nt	nt
CC(C)(C(=O)c1ccccc1)/[N+]([O-])=C/c1ccccc1	nt	-1.8	73	0%	nt	nt
COc1ccc(Nc2nc(C(C)(C)C)nc3c2nnn3Cc2ccccc2Cl)cc1OC	nt	13	45	-1%	nt	nt
COCCN(C(=O)COC(=O)C12CC3CC(CC(Cl)(C3)C1)C2)c1c(N)n(Cc2ccccc2)c(=O)[nH]c1=O	-4%	-1.4	67	5%	nt	nt
CCCN(C(=O)CSCc1ccc(Cl)cc1)c1c(N)n(Cc2ccccc2)c(=O)[nH]c1=O	9%	0.6	73	4%	nt	nt
CC1CCN(S(=O)(=O)CCNC(=O)c2ccccc2)CC1	-1%	-0.8	60	0%	nt	nt
CCOc1ccc(C(=O)CCC(=O)N(CC)CC(=O)Nc2c(F)cccc2F)cc1	-2%	0.8	47	12%	nt	nt
O=C(NCCS(=O)(=O)NCc1ccc2c(c1)OCO2)c1ccccc1	1%	0.4	66	8%	nt	nt
COc1cc(S(=O)(=O)N(Cc2cccs2)C2CC2)ccc1-n1cnnn1	1%	1.1	65	1%	nt	nt
O=C(Nc1ccc(S(=O)(=O)Nc2ncccn2)cc1)C1=COCCO1	-8%	-1.3	63	6%	nt	nt
COc1ccc(NC(=O)CN(C)C(=O)c2ccccc2Sc2ncnc3sc(C)c(C)c23)cc1	0%	-0.1	69	8%	nt	nt
COc1ccccc1C(=O)NCC(=O)NCC1(N2CCCCC2)CCCCC1	-3%	-0.6	42	4%	nt	nt
CSc1ccc(COC(=O)c2cc([N+](=O)[O-])ccc2N2CCOCC2)cc1	-8%	8.8	64	5%	nt	nt
Cc1cccn2c(=O)c(C(=O)NC3CC(C)CC(C)(C)C3)c(O)nc12 (stereo not drawn)	4%	2.7	69	6%	nt	nt
C#CCOCCOCCOCCNc1nc(N2CCN(C(=O)CCCCCCCCCCNC(=O)[C@H](CCCCN)n3cc(C)nn3)CC2)nc(N2CCN(C(=O)CCCCCCCCCCNC(=O)[C@H](CO)n3cc(CCCSC)nn3)CC2)n1	10%	12	52	?	nt	nt
Cc1ccc(C)c(S(=O)(=O)N2CCN(C(=O)CCNS(=O)(=O)c3ccc(C)c(C)c3)CC2)c1	0%	-0.8	56	1%	nt	nt
Cc1cc(C)c(S(=O)(=O)N2CCCCC2CCNC(=O)C(=O)NCc2cccnc2)c(C)c1 (stereo not drawn)	-2%	2.2	42	4%	nt	nt
CCN(CC)S(=O)(=O)c1cccc(NC(=O)CNc2cccc(S(=O)(=O)N3CCOCC3)c2)c1	5%	-0.9	58	7%	nt	nt
Cc1ccc(S(=O)(=O)N(C)c2ccc(OCC(=O)N3CCCC(C(F)(F)F)C3)cc2)cc1 (stereo not drawn)	-6%	-0.9	58	4%	nt	nt
CC(OC(=O)COc1cccc2c1OC(C)(C)C2)C(=O)Nc1ccc(S(N)(=O)=O)cc1 (stereo not drawn)	0%	-0.7	53	5%	nt	nt
CCN1CCN(c2ccc(S(=O)(=O)N3CCOCC3)cc2NC(=O)/C=C/c2ccc(OC)c(OC)c2)CC1	-9%	2.7	61	0%	nt	nt
Cc1ccc(S(=O)(=O)CCC(=O)OC(C)C(=O)NC2CCCCC2C)cc1 (stereo not drawn)	4%	0.3	54	14%	nt	nt
Cc1ccc(C(=O)NCC(=O)NCC(c2cccs2)N2CCOCC2)cc1C (stereo not drawn)	-4%	0.3	61	7%	nt	nt
Cc1ccc(OCCNC(=O)c2ccccc2SCC(=O)N2CCCC2)cc1	3%	-0.5	59	6%	nt	nt
O=C(c1ccc(C(F)(F)F)cc1)N1CCN(c2ccc(N3CCOCC3)nn2)CC1	-1%	-1.1	43	9%	nt	nt
CN(CC(=O)Nc1c(Cl)cccc1Cl)C(=O)c1cc(S(=O)(=O)N(C)C)ccc1N1CCCC1	2%	0.9	62	8%	nt	nt
CCC1(c2ccc(F)cc2)NC(=O)N(CC(=O)Nc2cccnc2Cl)C1=O (stereo not drawn)	1%	0.5	48	2%	nt	nt
Cc1cc(C)c2sc(N(CCCN(C)C)C(=O)c3ccc(S(=O)(=O)N4CCc5ccccc5C4)cc3)nc2c1	-1%	39	60	7%	nt	nt
C=C(CCO)C1=CCN(S(=O)(=O)C(C)(C)C)[C@@H]1CCO	nt	nt	nt	7%	i	0.7
Nc1nc(-c2ccccc2)ns1	nt	nt	nt	9%	i	1.0

Reprinted from the part before: 6 compounds; new compounds follow.
SMILES	Salmonella PhoP GFP	NTR1 agonist	NTR1 agonist cell count 20 µM	MgcRacGAP inhibition	Myeloid diff 2	Myeloid diff 2 GFP+ MAC1+ %
O=C(c1ccc(C(F)(F)F)cc1)N1CCN(c2ccc(N3CCOCC3)nn2)CC1	-1%	-1.1	43	9%	nt	nt
CN(CC(=O)Nc1c(Cl)cccc1Cl)C(=O)c1cc(S(=O)(=O)N(C)C)ccc1N1CCCC1	2%	0.9	62	8%	nt	nt
CCC1(c2ccc(F)cc2)NC(=O)N(CC(=O)Nc2cccnc2Cl)C1=O (stereo not drawn)	1%	0.5	48	2%	nt	nt
Cc1cc(C)c2sc(N(CCCN(C)C)C(=O)c3ccc(S(=O)(=O)N4CCc5ccccc5C4)cc3)nc2c1	-1%	39	60	7%	nt	nt
C=C(CCO)C1=CCN(S(=O)(=O)C(C)(C)C)[C@@H]1CCO	nt	nt	nt	7%	i	0.7
Nc1nc(-c2ccccc2)ns1	nt	nt	nt	9%	i	1.0
CCOC(=O)c1c(SCCN2CCCC2)n(-c2ccccc2)c(=S)n(-c2ccccc2)c1=O	nt	nt	nt	5%	?	nt
COc1ccc(C(=O)OCC(=O)Nc2cccc(S(=O)(=O)NC3=NCCCCC3)c2)cc1[N+](=O)[O-]	nt	nt	nt	5%	i	1.1
C[C@@H]1CN([C@@H](C)CO)C(=O)CCCn2nncc2CO[C@H]1CN(C)C(=O)CCC(F)(F)F	nt	nt	nt	-4%	i	0.9
CC1CCC(NC(=O)c2nn(C)c(=O)c3ccccc23)CC1 (stereo not drawn)	nt	nt	nt	8%	i	0.2
COc1ccc(C2=NN(CCC(=O)NC3CCCCC3C)C(=O)CC2)cc1 (stereo not drawn)	nt	nt	nt	-30%	i	0.6
COc1ccc(N(CC(=O)NCc2ccc3c(c2)OCO3)S(=O)(=O)c2ccc(O)c(C(=O)O)c2)cc1	nt	nt	nt	6%	i	0.8
CCNC1CCC(Nc2ccnc3cc(Cl)ccc23)CC1 (stereo not drawn)	nt	nt	nt	23%	i	1.0
CC(C)NC(=O)N(C)C[C@@H]1Oc2ncc(-c3cccc(C#N)c3)cc2C(=O)N([C@H](C)CO)C[C@@H]1C	nt	nt	nt	14%	i	1.2
Cc1cc2oc(C(=O)NCC(c3ccco3)N3CCCC3)c(C)c2cc1C (stereo not drawn)	nt	nt	nt	7%	i	3.0
CN(C(=O)c1ccc(NC(=O)Cc2ccc(NC(=O)C3CCCN(C(=O)CCc4ccccc4)C3)cc2)cc1)C1CCCC1 (stereo not drawn)	nt	nt	nt	12%	i	0.8
COc1ccccc1C(CNC(=O)c1cccc(S(=O)(=O)N2c3ccccc3CC2C)c1)N(C)C (stereo not drawn)	nt	nt	nt	3%	i	1.7
O=S(=O)(c1ccc(Br)cc1F)N1CCCCC1CCO (stereo not drawn)	nt	nt	nt	7%	i	0.6
CC(C)=CCc1ccc(O)c(=O)cc1C(C)C	nt	nt	nt	-2%	?	nt
CC(C)=N/N=C1/NC(=O)C(c2ccccc2)S1 (stereo not drawn)	nt	nt	nt	-9%	i	1.1
COc1cccc(C=NNC(=O)CCCC(=O)NN=Cc2cccc(OC)c2)c1	nt	nt	nt	-3%	?	nt
Cc1cc(C)cc(NC(=S)N2CCC(C(=O)c3ccc(F)cc3)CC2)c1	nt	nt	nt	-15%	i	0.2
CN(c1ccccc1)c1ncnc2c1ncn2C	nt	nt	nt	2%	i	0.2
CCCCn1cnc2c(SCc3ccc(Cl)cc3)nc(N)nc21	nt	nt	nt	4%	i	1.2
CC12CCCC(=O)C1CCC(=Cc1ccco1)C2=O (stereo not drawn)	nt	nt	nt	5%	i	0.5
CC1(C)CC(=O)C=C(c2n[nH]nc2C2CC2)C1	nt	nt	nt	7%	i	1.0
C[C@@H]1c2ccccc2N2C[C@H](Cc3ccc(C(=O)c4ccccc4)cc3)C[C@@H]12	nt	nt	nt	-17%	i	0.8
Cc1ccc(S(=O)(=O)N2CCN(C(=O)c3cc(C4CC4)nn3-c3ccccc3)CC2)cc1	nt	nt	nt	12%	i	0.6
O=C(COC(=O)COc1ccc(Cl)cc1Br)NC1CCCC1	nt	nt	nt	5%	i	0.2
C[C@H]1Cn2cnc(C(=O)N[C@@H](Cc3c[nH]c4ccccc34)C(=O)OC(C)(C)C)c2C(=O)N1	nt	nt	nt	8%	i	0.7
C[C@@H]1CN([C@@H](C)CO)S(=O)(=O)c2ccc(Br)cc2O[C@H]1CN(C)C(=O)C1CCC1	nt	nt	nt	13%	i	0.7
CC(=O)Oc1ccc(OC(C)=O)c2c1CC1(C)OC1(C)C2 (stereo not drawn)	nt	nt	nt	8%	i	0.6
O=C(CS(=O)(=O)c1ccc(Cl)cc1)N1CCN(c2ccccc2)CC1	nt	nt	nt	11%	i	0.3
CCOC(=O)c1ccc(NC(=O)c2nc[nH]c2C(=O)N(C)CCO)cc1	nt	nt	nt	10%	+	5.1*
COc1ccc(CN2C(=O)C(CC(=O)NC3CC3)CC(C(=O)N(C)C)=C2C)cc1 (stereo not drawn)	nt	nt	nt	15%	i	0.6
Cc1ccc(OCc2occc2C(=O)O)cc1	nt	nt	nt	9%	i	0.3
Cn1c(C(=O)NCCCN2CCN(c3ccc(F)cc3)CC2)cc2c(=O)n(C)c3ccccc3c21	nt	nt	nt	3%	?	nt
CC(=O)Nc1ccc(CC(=O)Nc2ccc3c(c2)OC2(CCCC2)O3)cc1	nt	nt	nt	0%	i	0.7
Cc1ccc(Nc2n[nH]c(=S)s2)cc1	nt	nt	nt	72µM*	i	0.6

From PubChem BioAssay
